SARS 3CLpro inh: SARS-CoV 3CLpro protease inhibition. P0C6X7. recombinant SARS-CoV 3CLpro, quenched FRET peptide cleavage. inhibition, % at 6 µM. 290,000 compounds, 0.14% hits; in the data active means inhibition above about 12%
VHR inh abs: blocks human VHR1 dual specificity phosphatase; recombinant VHR phosphatase, pNPP absorbance; inhibition, % at 13.3 µM; 290,000 compounds, 0.52% hits; AID 1654; in the data active means inhibition above about 50%; further: some compounds called inactive have numbers as strong as hits
BoNT A protease: inhibitors of Botulinum neurotoxin A light chain protease; multiplex microsphere protease substrate cleavage, flow cytometry; inhibition, % at 10 µM; 360,000 compounds, 0.17% hits; AID 588499; further: plate controls were buffer without enzyme for full effect and enzyme alone for no effect
Vc quorum ag: inducers of Vibrio cholerae quorum light production without autoinducers; V. cholerae BH1578 lux reporter, luminescence, 6 h; activation, % at 18.7 µM; 350,000 compounds, 0.16% hits; AID 588436; in the data active means activation mostly above about 9.7%, no sharp cut-off; inconclusive means no clear call, values can overlap the other calls; inactive means mostly below about 3.7%; further: not every result past the cut was called active; inactives centre near 0; reference of the scale not given here
Yp Topo-I inh: Y. pestis Topo-I inhibition via cleavage products. 360,000 compounds, 0.064% hits. Y. pestis Topo-I cleavage product accumulation, plate reader. activity, % at 10 µM; in the data active means activity above about 50%, passing the limit was not always enough; inconclusive means no clear call, values can overlap the other calls; further: inactives centre near 2
CCHFV vOTU inh: CCHFV vOTU protease inhibition | Pep-AMC fluorescence | inhibition, % at 11.5 µM | 370,000 compounds, 0.55% hits; in the data active means inhibition above about 30%; further: 0% = vehicle wells with enzyme and 100% = no enzyme wells
PriA SSB inh: inhibitors of Klebsiella pneumoniae PriA binding to SSB C-terminal tail; 430,000 compounds, 0.6% hits; AID 1272365; inhibition, % at 33 µM; AlphaScreen SSBct-PriA binding, biotinylated peptide; in the data active means inhibition mostly above about 37%, no sharp cut-off; inactive means mostly below about 20%;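 further: plate controls were negative control peptide for no effect and reference peptide for full effect; strong numbers were not always called active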
TcdB GH inh: TcdB glycohydrolase inhibition. P18177. 350,000 compounds, 0.24% hits. TcdB glycohydrolase enzymatic assay, plate reader. inhibition, % at 9.99 µM; in the data active means inhibition above about 10%
Target sequence (P18177 whole entry, looked up): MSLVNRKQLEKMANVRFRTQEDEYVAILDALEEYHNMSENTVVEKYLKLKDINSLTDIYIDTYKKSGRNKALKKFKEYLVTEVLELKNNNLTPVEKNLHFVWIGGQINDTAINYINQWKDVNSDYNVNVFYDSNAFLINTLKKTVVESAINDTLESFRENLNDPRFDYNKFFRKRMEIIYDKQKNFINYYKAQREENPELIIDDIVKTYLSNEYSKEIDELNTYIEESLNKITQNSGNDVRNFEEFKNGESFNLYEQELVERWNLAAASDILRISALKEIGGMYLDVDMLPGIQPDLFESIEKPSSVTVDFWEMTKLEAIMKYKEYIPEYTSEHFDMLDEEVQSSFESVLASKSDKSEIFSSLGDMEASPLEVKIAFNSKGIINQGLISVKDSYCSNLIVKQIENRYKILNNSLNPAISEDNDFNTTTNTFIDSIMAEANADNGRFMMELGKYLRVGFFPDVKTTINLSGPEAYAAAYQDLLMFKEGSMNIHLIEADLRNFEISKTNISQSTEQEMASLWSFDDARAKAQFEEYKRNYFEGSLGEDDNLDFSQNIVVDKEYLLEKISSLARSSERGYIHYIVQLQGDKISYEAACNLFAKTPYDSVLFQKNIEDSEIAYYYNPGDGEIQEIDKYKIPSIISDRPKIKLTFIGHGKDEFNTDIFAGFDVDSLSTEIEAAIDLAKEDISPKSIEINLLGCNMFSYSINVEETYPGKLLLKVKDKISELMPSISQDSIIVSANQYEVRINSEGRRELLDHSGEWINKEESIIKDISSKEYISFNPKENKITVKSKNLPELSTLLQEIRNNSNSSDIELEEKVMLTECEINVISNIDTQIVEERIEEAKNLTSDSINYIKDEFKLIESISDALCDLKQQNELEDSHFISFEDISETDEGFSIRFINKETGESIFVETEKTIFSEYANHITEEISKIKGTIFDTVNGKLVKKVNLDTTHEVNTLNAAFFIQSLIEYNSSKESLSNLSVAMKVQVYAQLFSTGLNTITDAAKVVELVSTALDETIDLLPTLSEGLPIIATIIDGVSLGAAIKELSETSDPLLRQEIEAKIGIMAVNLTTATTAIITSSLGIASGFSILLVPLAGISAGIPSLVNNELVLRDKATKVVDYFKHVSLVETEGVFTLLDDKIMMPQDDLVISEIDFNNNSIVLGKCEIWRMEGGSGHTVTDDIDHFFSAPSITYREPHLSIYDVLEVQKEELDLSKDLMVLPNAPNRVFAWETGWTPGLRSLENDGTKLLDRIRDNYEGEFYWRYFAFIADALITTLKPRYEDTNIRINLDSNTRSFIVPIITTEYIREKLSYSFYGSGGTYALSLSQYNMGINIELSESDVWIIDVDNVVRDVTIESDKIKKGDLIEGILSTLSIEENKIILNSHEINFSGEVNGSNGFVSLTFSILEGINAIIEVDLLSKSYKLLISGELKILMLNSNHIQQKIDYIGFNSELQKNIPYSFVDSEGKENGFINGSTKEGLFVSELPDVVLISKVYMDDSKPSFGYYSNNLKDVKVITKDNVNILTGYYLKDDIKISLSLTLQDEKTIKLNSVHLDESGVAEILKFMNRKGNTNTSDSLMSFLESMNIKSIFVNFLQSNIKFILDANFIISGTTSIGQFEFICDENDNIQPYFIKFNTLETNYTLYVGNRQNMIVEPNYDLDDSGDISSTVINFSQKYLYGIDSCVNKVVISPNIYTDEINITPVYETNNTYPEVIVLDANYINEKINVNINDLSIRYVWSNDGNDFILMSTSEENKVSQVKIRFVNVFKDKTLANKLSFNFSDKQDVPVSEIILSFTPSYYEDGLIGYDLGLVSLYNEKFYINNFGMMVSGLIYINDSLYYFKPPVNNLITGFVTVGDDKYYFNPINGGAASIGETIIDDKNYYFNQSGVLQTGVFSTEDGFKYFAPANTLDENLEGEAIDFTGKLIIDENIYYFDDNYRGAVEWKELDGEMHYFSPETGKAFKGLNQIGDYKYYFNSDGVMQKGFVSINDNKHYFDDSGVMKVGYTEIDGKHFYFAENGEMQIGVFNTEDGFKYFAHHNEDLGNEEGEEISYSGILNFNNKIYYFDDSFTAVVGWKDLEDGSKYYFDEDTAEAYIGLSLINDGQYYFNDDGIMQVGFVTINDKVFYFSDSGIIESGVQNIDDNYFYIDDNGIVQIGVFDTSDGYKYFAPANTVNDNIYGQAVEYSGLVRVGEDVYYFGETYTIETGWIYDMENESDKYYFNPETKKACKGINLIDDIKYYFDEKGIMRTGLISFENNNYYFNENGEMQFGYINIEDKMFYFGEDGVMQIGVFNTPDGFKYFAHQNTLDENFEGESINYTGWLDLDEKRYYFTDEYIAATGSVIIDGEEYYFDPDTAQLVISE
Anthrax LF inh2: anthrax lethal factor protease inhibition; inhibition, % at 10 µM; multiplex microsphere protease cleavage assay, LF; 360,000 compounds, 0.12% hits; AID 588501; further: plate controls were buffer without enzyme for full effect and enzyme alone for no effect
PfHsp40 yeast: restores yeast growth despite PfHsp40 toxicity; AID 504582; growth rescue, % at 12.5 µM; 340,000 compounds, 0.68% hits; S. cerevisiae expressing PfHsp40, growth rescue, ATP luminescence; in the data active means growth rescue above about 28%, passing the limit was not always enough; inconclusive means no clear call, values can overlap the other calls;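 further: yeast W303a lacking pdr1 and pdr3 grown in galactose medium; growth measured after three days at 30 °C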
The depositor's hits bear a star. Unless noted, no stated cut-off is given here; in the data, active means inhibition above about 30%; inconclusive means no clear call, values can overlap the other calls; inactive means below that. Not all compounds are listed. The share of hits here may be higher or lower than overall.

`Cc1cc(Cl)ccc1OCC(=O)NNC(=O)c1cccs1` gave SARS 3CLpro inh -2, VHR inh abs 43, BoNT A protease -1.6, Vc quorum ag inactive, Yp Topo-I inh -1, CCHFV vOTU inh 13, PriA SSB inh -16, TcdB GH inh 0.0, Anthrax LF inh2 1 and PfHsp40 yeast 1.2.
`CN(c1ccccc1)S(=O)(=O)c1ccc2ccccc2c1` gave SARS 3CLpro inh 3, VHR inh abs 13, BoNT A protease inconclusive, Vc quorum ag -0.3, Yp Topo-I inh -2, CCHFV vOTU inh -2, PriA SSB inh -17, TcdB GH inh 0.6, Anthrax LF inh2 -6 and PfHsp40 yeast 7.4.
N=C1SCC(=O)N1Cc1ccccc1 was read as SARS 3CLpro inh 1, VHR inh abs -3, BoNT A protease 0.1, Vc quorum ag inactive, Yp Topo-I inh 4, CCHFV vOTU inh 7, PriA SSB inh -4, TcdB GH inh 1.5, Anthrax LF inh2 -5 and PfHsp40 yeast -0.6.
O=C(NCCN1CCCCC1)c1cccc2c1C(=O)c1ccc(N3CCCC3)cc1S2(=O)=O was read as BoNT A protease -0.8, Vc quorum ag -4.5, Yp Topo-I inh 11, CCHFV vOTU inh -3, PriA SSB inh 0, TcdB GH inh 2.1, Anthrax LF inh2 2 and PfHsp40 yeast -2.0.
Screening COC(=O)C[C@H](NC(=O)Cn1cnc2c(NCc3ccccc3)ncnc21)C(=O)OC returned BoNT A protease 0.2, Vc quorum ag inactive, Yp Topo-I inh 3, CCHFV vOTU inh 13, PriA SSB inh 1, TcdB GH inh -0.8, Anthrax LF inh2 -2 and PfHsp40 yeast -1.2.
For O=C(NCC1CCCO1)C1CC(=O)N(c2cccc(Cl)c2)C1 (stereo not drawn) the results were SARS 3CLpro inh 0, VHR inh abs 3, BoNT A protease -0.5, Vc quorum ag -0.8, Yp Topo-I inh 7, CCHFV vOTU inh 1, PriA SSB inh -1, TcdB GH inh 0.6, Anthrax LF inh2 -1 and PfHsp40 yeast 0.5.
`O=C(CCc1nc(-c2ccc(Cl)cc2)no1)NC1CCCCC1` gave SARS 3CLpro inh -2, VHR inh abs 21, BoNT A protease 2.7, Vc quorum ag -0.3, Yp Topo-I inh 10, CCHFV vOTU inh 7, PriA SSB inh -1, TcdB GH inh -1.6, Anthrax LF inh2 1 and PfHsp40 yeast -1.6.
OC(COCc1ccc(Cl)cc1)CN1CCN(c2ccccn2)CC1 (stereo not drawn) was read as SARS 3CLpro inh 6, VHR inh abs 0, BoNT A protease -0.4, Vc quorum ag -0.4, Yp Topo-I inh 10, CCHFV vOTU inh 1, PriA SSB inh -1, Anthrax LF inh2 -1 and PfHsp40 yeast -0.2.
`CC(C)C[C@@]12C(=O)N(c3cccc(Cl)c3)C(=O)N1[C@H](c1ccc(Cl)cc1)[C@@H]1C(=O)N(C3CCCCC3)C(=O)[C@@H]12` gave BoNT A protease 0.2, Vc quorum ag -0.4, Yp Topo-I inh 1, CCHFV vOTU inh 1, PriA SSB inh -12, TcdB GH inh 1.3, Anthrax LF inh2 -2 and PfHsp40 yeast 2.0.
`CC(C)COP(=O)(OCC(C)C)C(Nc1ccccc1)c1ccc2c(c1)OCO2` (stereo not drawn) gave SARS 3CLpro inh 2, VHR inh abs 31, BoNT A protease 0.3, Vc quorum ag inactive, Yp Topo-I inh 34, CCHFV vOTU inh 24, PriA SSB inh -9, Anthrax LF inh2 -1 and PfHsp40 yeast 2.5.
COc1cc2nc(NCC3CCCO3)n3nc(-c4cccnc4)nc3c2cc1OC (stereo not drawn) was read as SARS 3CLpro inh 4, VHR inh abs 8, BoNT A protease 0.7, Vc quorum ag -1.2, Yp Topo-I inh 12, CCHFV vOTU inh -9, PriA SSB inh -20, Anthrax LF inh2 -2 and PfHsp40 yeast 0.3.
Screening O=c1nc(/C=C/c2ccc(O)c(O)c2)oc2ccccc12 returned SARS 3CLpro inh -3, VHR inh abs -18, BoNT A protease 0.1, Vc quorum ag -0.4, Yp Topo-I inh 5, PriA SSB inh -16, Anthrax LF inh2 0 and PfHsp40 yeast -0.8.
For O=C1/C(=C/c2cccnc2)Oc2cc(OS(=O)(=O)c3ccccc3)ccc21 the results were SARS 3CLpro inh 4, VHR inh abs -23, BoNT A protease 0.2, Vc quorum ag -0.2, Yp Topo-I inh -11, PriA SSB inh 19, Anthrax LF inh2 2 and PfHsp40 yeast -0.4.
CNC(=S)/N=C(\Nc1ccc(C)cc1)c1ccccc1 was read as SARS 3CLpro inh 2, VHR inh abs -16, BoNT A protease -0.1, Vc quorum ag -1.2, Yp Topo-I inh -1, CCHFV vOTU inh -14, TcdB GH inh -1.4 and Anthrax LF inh2 -4.
Oc1ccccc1C=NN=Cc1ccccc1Cl was read as BoNT A protease -0.4, Vc quorum ag inactive, Yp Topo-I inh -5, CCHFV vOTU inh 1, PriA SSB inh -5, TcdB GH inh 0.9, Anthrax LF inh2 2 and PfHsp40 yeast 2.1.
For Cc1ccc(NC(=O)c2ccccc2Cl)cc1-n1cnnn1 the results were SARS 3CLpro inh -1, VHR inh abs 26, BoNT A protease -0.9, Vc quorum ag inactive, Yp Topo-I inh -3, CCHFV vOTU inh 10, PriA SSB inh 0, TcdB GH inh 1.0, Anthrax LF inh2 -2 and PfHsp40 yeast -0.1.
`O=C(Nc1ccc(F)cc1)Nc1ccc(N2CCOCC2)c2nonc12` gave SARS 3CLpro inh -1, VHR inh abs 31, BoNT A protease 0.0, Vc quorum ag inactive, Yp Topo-I inh -11, CCHFV vOTU inh 2, PriA SSB inh -10, TcdB GH inh 0.6, Anthrax LF inh2 -4 and PfHsp40 yeast -0.2.
COc1cc(CCCN2C(=O)C(=O)NC[C@@H]2CC2CCCCC2)cc(OC)c1OC was read as BoNT A protease -0.3, Vc quorum ag -0.4, Yp Topo-I inh 16, CCHFV vOTU inh -3, PriA SSB inh 9, TcdB GH inh 1.3, Anthrax LF inh2 -4 and PfHsp40 yeast 1.4.
For CC(C)C(NC(=O)c1ccc(F)cc1)C(=O)N1CCC1 (stereo not drawn) the results were BoNT A protease 2.2, Vc quorum ag -1.6, Yp Topo-I inh -4, CCHFV vOTU inh -8, PriA SSB inh 7, TcdB GH inh 2.0, Anthrax LF inh2 -6 and PfHsp40 yeast 0.5.
Screening CCOC(=O)c1c(C)[nH]c(C(=O)COC(=O)c2ccc(O)cc2O)c1C returned SARS 3CLpro inh 9, VHR inh abs 14, BoNT A protease 0.3, Vc quorum ag -0.6, Yp Topo-I inh 0, CCHFV vOTU inh -8, PriA SSB inh -10, TcdB GH inh 0.8, Anthrax LF inh2 -5 and PfHsp40 yeast -0.2.
`O=C(CNS(=O)(=O)c1ccccc1)NCC(=O)OCc1ccc(C(=O)c2ccccc2)cc1` gave SARS 3CLpro inh 3, VHR inh abs 4, BoNT A protease -0.2, Vc quorum ag -0.3, Yp Topo-I inh 30, CCHFV vOTU inh -3, PriA SSB inh -6, Anthrax LF inh2 1 and PfHsp40 yeast -1.1.
For CCn1ncc([N+](=O)[O-])c1C(=O)Nc1c(C)cccc1C the results were SARS 3CLpro inh 8, VHR inh abs 22, BoNT A protease -5.2, Vc quorum ag inactive, Yp Topo-I inh 5, CCHFV vOTU inh 11, PriA SSB inh -5, TcdB GH inh 0.4, Anthrax LF inh2 -5 and PfHsp40 yeast -0.1.
Screening Cc1ccc(-c2nnc(NC3CCCCC3)c3ccccc23)cc1S(=O)(=O)N1CCN(C)CC1 returned SARS 3CLpro inh -1, VHR inh abs 18, BoNT A protease -0.9, Vc quorum ag 5.0, Yp Topo-I inh -2, CCHFV vOTU inh -2, PriA SSB inh 2, Anthrax LF inh2 -5 and PfHsp40 yeast -0.9.
`COc1ccc(C(=S)N2CCOCC2)cc1OS(=O)(=O)c1ccccc1[N+](=O)[O-]` gave SARS 3CLpro inh 2, VHR inh abs -8, BoNT A protease -0.2, Vc quorum ag inactive, Yp Topo-I inh -7, CCHFV vOTU inh -4, PriA SSB inh -2, TcdB GH inh 1.2, Anthrax LF inh2 1 and PfHsp40 yeast -1.4.
Screening Cn1ncc2c(NNC(=O)c3ccccc3Cl)ncnc21 returned SARS 3CLpro inh 3, VHR inh abs 43, BoNT A protease 0.5, Vc quorum ag -0.1, Yp Topo-I inh -8, CCHFV vOTU inh 6, PriA SSB inh -14, TcdB GH inh 0.8, Anthrax LF inh2 -1 and PfHsp40 yeast -0.7.
Cc1cc(C)nc(NC2=NCC(=O)N2CCc2c[nH]c3ccccc23)n1 was read as SARS 3CLpro inh -4, VHR inh abs 13, BoNT A protease 0.8, Vc quorum ag 0.8, Yp Topo-I inh -4, CCHFV vOTU inh -1, PriA SSB inh -15, Anthrax LF inh2 0 and PfHsp40 yeast 0.7.
For Cc1cc(NC(=O)CCC(=O)N(Cc2cccs2)C(C)(C)C(=O)NC2CCCCC2)no1 the results were SARS 3CLpro inh -5, VHR inh abs 27, BoNT A protease 0.1, Vc quorum ag inactive, Yp Topo-I inh 15, CCHFV vOTU inh 2, PriA SSB inh -7, TcdB GH inh 1.2, Anthrax LF inh2 4 and PfHsp40 yeast 0.0.
Cc1cc(/C(O)=C2\C(=O)C(=O)N(CCN(C)C)C2c2ccncc2)ccc1OCc1ccccc1 (stereo not drawn) was read as SARS 3CLpro inh -5, VHR inh abs 13, BoNT A protease -0.1, Vc quorum ag -0.3, Yp Topo-I inh 4, CCHFV vOTU inh 5, Anthrax LF inh2 1 and PfHsp40 yeast -2.2.
`COc1cc(C(=O)NCC(c2cccnc2)N2CCN(c3ccc(F)cc3)CC2)cc(OC)c1OC` (stereo not drawn) gave SARS 3CLpro inh -6, VHR inh abs 20, BoNT A protease 0.2, Vc quorum ag inactive, Yp Topo-I inh -3, CCHFV vOTU inh -12, PriA SSB inh -2, TcdB GH inh -0.2, Anthrax LF inh2 -2 and PfHsp40 yeast 0.6.
`Cc1cc([N+](=O)[O-])c(-c2ccc(/C=N/n3cnnc3)o2)cc1Cl` gave SARS 3CLpro inh -3, VHR inh abs 4, BoNT A protease -0.7, Vc quorum ag -0.2, Yp Topo-I inh 0, CCHFV vOTU inh 5, TcdB GH inh 0.2, Anthrax LF inh2 -2 and PfHsp40 yeast -0.9.
For Cc1ccc(-c2cc(C(=O)Nc3ccc(S(=O)(=O)Nc4nc(C)cc(C)n4)cc3)c3ccccc3n2)cc1 the results were SARS 3CLpro inh 12, VHR inh abs 4, BoNT A protease -0.4, Vc quorum ag -0.2, Yp Topo-I inh 5, CCHFV vOTU inh -15, PriA SSB inh -3, Anthrax LF inh2 0 and PfHsp40 yeast -0.7.
`C[C@H]1CCC[C@]2(O[C@@H](CCO)C[C@H](O)[C@H]2O)O1` gave SARS 3CLpro inh 4, VHR inh abs 9, BoNT A protease 0.5, Vc quorum ag -0.4, Yp Topo-I inh 9, CCHFV vOTU inh 0, PriA SSB inh -1, TcdB GH inh 1.5, Anthrax LF inh2 -4 and PfHsp40 yeast 0.9.
Screening COCCn1c(N)c(N(Cc2ccccc2)C(=O)Cc2c(Cl)cccc2Cl)c(=O)[nH]c1=O returned SARS 3CLpro inh 0, VHR inh abs 41, BoNT A protease 0.1, Vc quorum ag inactive, Yp Topo-I inh -10, CCHFV vOTU inh -13, PriA SSB inh -7, TcdB GH inh -0.5, Anthrax LF inh2 -2 and PfHsp40 yeast -0.4.

Two records drawn at random from those above:
COc1cc(CCCN2C(=O)C(=O)NC[C@@H]2CC2CCCCC2)cc(OC)c1OC was read as BoNT A protease -0.3, Vc quorum ag -0.4, Yp Topo-I inh 16, CCHFV vOTU inh -3, PriA SSB inh 9, TcdB GH inh 1.3, Anthrax LF inh2 -4 and PfHsp40 yeast 1.4.
Screening COCCn1c(N)c(N(Cc2ccccc2)C(=O)Cc2c(Cl)cccc2Cl)c(=O)[nH]c1=O returned SARS 3CLpro inh 0, VHR inh abs 41, BoNT A protease 0.1, Vc quorum ag inactive, Yp Topo-I inh -10, CCHFV vOTU inh -13, PriA SSB inh -7, TcdB GH inh -0.5, Anthrax LF inh2 -2 and PfHsp40 yeast -0.4.
